OXTR ag – activates the human oxytocin receptor. AID 2435. 0.32% of 320,000 active. activation, % at 3 µM. P30559. CHO-OTR cells, Fluo-8 calcium fluorescence; normalized: DMSO 0%, oxytocin 100%;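 active means activation above the mean of all tested compounds plus 3 SD, cutoff set per screening run, cut at about 20% in these data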;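 further: peak over basal fluorescence ratio from a 100 s FLIPR kinetic read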
NALP1 yeast inh – NALP1 inhibition; inhibition, % at 10 µM; S. cerevisiae NALP1/ASC/caspase-1 growth, X-gal OD620, 72 h; 0.61% of 280,000 active; AID 2071; in the data active means inhibition mostly above about 24%, no sharp cut-off; inactive means mostly below about 32%; further: some compounds called inactive have numbers as strong as hits
MEKK2 WT-MEK5 – raises or lowers MEK5 binding to wildtype human MEKK2 PB1 domain; 1.1% of 290,000 active; Q9Y2U5; AID 1531; bead flow cytometry, Alexa488-MEK5 binding to MEKK2 WT; actives lie on both sides; binding response (% of control), % at 10 µM; in the data active means binding response below about 67% or above about 130%
PHOSPHO1 inh – PHOSPHO1 (human) inhibition. 1.1% of 290,000 active. inhibition, % at 13.3 µM. Q8TCT1. recombinant PHOSPHO1, absorbance phosphatase assay; in the data active means inhibition above about 60%
Target sequence (Q8TCT1 whole entry, looked up): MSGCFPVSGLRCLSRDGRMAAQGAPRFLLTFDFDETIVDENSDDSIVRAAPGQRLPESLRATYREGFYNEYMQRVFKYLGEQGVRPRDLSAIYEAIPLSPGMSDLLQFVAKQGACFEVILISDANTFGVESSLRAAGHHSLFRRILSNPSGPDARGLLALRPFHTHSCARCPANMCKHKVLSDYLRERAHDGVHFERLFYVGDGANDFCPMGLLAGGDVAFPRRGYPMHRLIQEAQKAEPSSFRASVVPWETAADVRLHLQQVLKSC
V1R ag counter – counter-screen for oxytocin receptor agonists: human V1a receptor agonists | CHO-V1R cells, Fluo-8 calcium fluorescence, agonist mode; 0% DMSO, 100% 3 nM vasopressin | P37288 | activation, % at 3 µM | AID 2797 | 0.25% of 320,000 active;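 active means activation above the mean activation of all tested compounds plus 3 SD, per screening run, cut at about 20% in these data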;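 further: signal is peak over basal fluorescence ratio across a 100 second FLIPR read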
Target sequence (P37288 whole entry, looked up): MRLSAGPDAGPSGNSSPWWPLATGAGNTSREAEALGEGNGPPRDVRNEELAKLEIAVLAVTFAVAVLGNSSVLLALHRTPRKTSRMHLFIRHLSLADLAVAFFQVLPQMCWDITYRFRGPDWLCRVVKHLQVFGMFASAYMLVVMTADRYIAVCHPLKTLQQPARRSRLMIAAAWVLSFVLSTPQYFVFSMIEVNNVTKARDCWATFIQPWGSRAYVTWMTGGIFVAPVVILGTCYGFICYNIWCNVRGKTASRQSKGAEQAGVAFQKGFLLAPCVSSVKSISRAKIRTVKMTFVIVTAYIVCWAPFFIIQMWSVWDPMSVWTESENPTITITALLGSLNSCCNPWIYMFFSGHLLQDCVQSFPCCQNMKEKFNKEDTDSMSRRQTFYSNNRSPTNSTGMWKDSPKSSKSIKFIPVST
MEKK2 mut-MEK5 – signal of MEK5 binding to mutant human MEKK2 PB1 domain. bead flow cytometry, Alexa488-MEK5 binding to MEKK2 mutant. percent response, % at 10 µM. 0.35% of 290,000 active; in the data active means percent response above about 24%, passing the limit was not always enough; further: inactives centre near 1; some results filed as inactive read as strong as hits; reference of the scale not given here
GPR7 antag – human neuropeptides B/W receptor 1 antagonism | GPR7-expressing cells, fluorescence antagonist assay | P48145 | 1.1% of 290,000 active | inhibition, % at 4.4 µM; in the data active means inhibition above about 16%, passing the limit was not always enough;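 further: cells stimulated with the agonist NPW; 0% = agonist with vehicle and 100% = vehicle without agonist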
Target sequence (P48145 whole entry, looked up): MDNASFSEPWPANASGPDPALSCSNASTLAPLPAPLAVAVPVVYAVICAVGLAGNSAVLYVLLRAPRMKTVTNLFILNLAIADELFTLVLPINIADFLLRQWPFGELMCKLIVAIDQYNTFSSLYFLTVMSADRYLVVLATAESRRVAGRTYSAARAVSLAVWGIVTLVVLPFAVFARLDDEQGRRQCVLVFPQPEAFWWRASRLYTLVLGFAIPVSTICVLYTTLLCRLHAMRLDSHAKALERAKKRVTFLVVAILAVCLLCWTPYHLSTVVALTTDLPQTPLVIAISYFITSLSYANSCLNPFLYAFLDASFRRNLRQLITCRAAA
MEKK3 PB1 HTS – MEKK3-MEK5 PB1 interaction, increase or decrease. Q99759. bead-based flow cytometry, Alexa488-MEK5 binding to MEKK3; actives lie on both sides; 0 = blocked by unlabeled MEK5, 100 = vehicle. binding response (% of control), % at 10 µM. 1.4% of 290,000 active;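 active means binding response more than 3 SD above or below the average of its plate-row segment, actives on both sides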;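 further: Alexa488 bead fluorescence after subtracting the streptavidin-only scavenger bead signal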
GalR3 antag – human GalR3 antagonism | inhibition, % at 3 µM | 0.44% of 360,000 active | HEK293 GalR3-CNG cAMP membrane potential fluorescence; galR3 body fused to GalR1 C-terminus | O60755;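 active means inhibition above the screen-wide average plus 3 SD, cut at about 13% in these data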;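 further: forskolin and galanin both at EC90 stimulate the cells; cAMP rise reported by CNG channel membrane potential dye signal; 0% = forskolin plus galanin with DMSO and 100% = forskolin alone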
* = called active by the depositor; x = no result given; [ ] = dose if it differs, or a comment.

SMILES	OXTR ag	NALP1 yeast inh	MEKK2 WT-MEK5	PHOSPHO1 inh	V1R ag counter	MEKK2 mut-MEK5	GPR7 antag	MEKK3 PB1 HTS	GalR3 antag
C=CCN1CN(S(=O)(=O)c2cccs2)c2nc3ccccc3nc21	-1.1	14	100	-34	-0.4	1	6	103	-6
O=C(NCCc1ccccc1)C1CCC(CNS(=O)(=O)c2cccs2)CC1 (configuration not stated)	0.2	2	99	-5	-0.7	-2	-10	101	-3
CCOc1ccccc1N(C(=O)c1snc(C(N)=O)c1N)C(C(=O)NC1CCCC1)c1cccs1 (configuration not stated)	-1.6	14	88	22	-0.8	-1	-7	98	-7
Cc1ccc(SCC(=O)NC(=O)NCc2ccco2)c(C)c1	-2.8	10	96	6	0.1	3	-3	99	-4
Cc1cccc(C2NC(c3cccc(C)c3)C([N+](=O)[O-])C(C)(C)C2[N+](=O)[O-])c1 (configuration not stated)	-1.3	17	97	-7	0.5	0	-2	94	-2
CC(C)CCNC(=O)CSc1nnc(-c2ccc(S(=O)(=O)N3CCCC3)cc2)n1C	-1.1	0	99	-9	9.5	-3	-9	99	-6
CCN(CC)S(=O)(=O)c1ccc2oc(C(=O)N3CCOCC3)c(C)c2c1	0.1	11	92	-7	0.9	-4	-9	91	-5
CC1CC(C)CN(S(=O)(=O)c2ccccc2[N+](=O)[O-])C1 (configuration not stated)	-2.4	-32	100	-7	-1.1	-2	-4	101	-12
O=C(CSc1nnc(-c2ccccc2Cl)o1)N1CCOCC1	0.3	21	97	17	-0.1	-1	2	101	-4
Cc1ccc(S(=O)(=O)N2CCCCC2)cc1C(=O)Nc1ccccn1	-0.1	-2	105	-7	0.4	3	4	101	-5
CCCOc1ccc(C2(C(=O)O)CCCC2)cc1	1.1	17	96	-36	0.8	-4	2	101	-3
O=C1/C(=C/c2cccnc2)Oc2cc(OS(=O)(=O)c3ccc(Cl)cc3)ccc21	0.4	41*	97	-7	-0.5	3	3	102	-2

3 neighbouring compounds from above, quoted:
SMILES	OXTR ag	NALP1 yeast inh	MEKK2 WT-MEK5	PHOSPHO1 inh	V1R ag counter	MEKK2 mut-MEK5	GPR7 antag	MEKK3 PB1 HTS	GalR3 antag
CC1CC(C)CN(S(=O)(=O)c2ccccc2[N+](=O)[O-])C1 (configuration not stated)	-2.4	-32	100	-7	-1.1	-2	-4	101	-12
O=C(CSc1nnc(-c2ccccc2Cl)o1)N1CCOCC1	0.3	21	97	17	-0.1	-1	2	101	-4
Cc1ccc(S(=O)(=O)N2CCCCC2)cc1C(=O)Nc1ccccn1	-0.1	-2	105	-7	0.4	3	4	101	-5

Profiles, looked up by structure. Order of values: OXTR ag | NALP1 yeast inh | MEKK2 WT-MEK5 | PHOSPHO1 inh | V1R ag counter | MEKK2 mut-MEK5 | GPR7 antag | MEKK3 PB1 HTS | GalR3 antag
`O=C(NCCc1ccccc1)C1CCC(CNS(=O)(=O)c2cccs2)CC1` (configuration not stated) as listed: 0.2 | 2 | 99 | -5 | -0.7 | -2 | -10 | 101 | -3
`Cc1ccc(S(=O)(=O)N2CCCCC2)cc1C(=O)Nc1ccccn1` as listed: -0.1 | -2 | 105 | -7 | 0.4 | 3 | 4 | 101 | -5
`CC1CC(C)CN(S(=O)(=O)c2ccccc2[N+](=O)[O-])C1` (configuration not stated) as listed: -2.4 | -32 | 100 | -7 | -1.1 | -2 | -4 | 101 | -12
`Cc1cccc(C2NC(c3cccc(C)c3)C([N+](=O)[O-])C(C)(C)C2[N+](=O)[O-])c1` (configuration not stated) as listed: -1.3 | 17 | 97 | -7 | 0.5 | 0 | -2 | 94 | -2
`Cc1ccc(SCC(=O)NC(=O)NCc2ccco2)c(C)c1` as listed: -2.8 | 10 | 96 | 6 | 0.1 | 3 | -3 | 99 | -4

New compounds follow:
SMILES	OXTR ag	NALP1 yeast inh	MEKK2 WT-MEK5	PHOSPHO1 inh	V1R ag counter	MEKK2 mut-MEK5	GPR7 antag	MEKK3 PB1 HTS	GalR3 antag
CC(=O)c1ccc(NC(=O)Nc2ccccc2)cc1	8.8	14	110	0	6.5	7	12	105	-8
COc1cccc(N/C=C/C(=O)c2ccc(C)cc2)c1	-0.9	-4	108	40	0.4	4	-7	106	-11
CCOC(=O)c1cc2c(=O)n3ccccc3nc2n(Cc2ccco2)c1=NC(=O)c1ccccc1OC	-0.5	21	91	16	0.0	-2	7	94	-4
CC(=O)N1CCc2cc(S(=O)(=O)CCC(=O)Nc3ccc(Cl)cc3F)ccc21	0.5	10	102	22	0.8	2	-8	102	-4
Cc1ccccc1-n1c(SCc2cccc(F)c2)nc2[nH]ncc2c1=O	-1.7	34	101	-9	-0.8	0	18	117	-5
COc1cc(/C=N/Nc2ncc(C(F)(F)F)cc2Cl)cc(OC)c1OC	-1.8	16	113	-4	-0.9	14	-6	103	-2
Cc1ccc(N(CC(=O)NC2CCCCC2)C(=O)CNC(=O)c2ccco2)cc1C	0.4	-1	95	35	0.0	-1	-3	103	-9
COc1ccc(CC(=S)NCCc2ccccc2)cc1	-0.5	7	105	-2	-0.4	2	21	105	-8
CCCCCOc1ccccc1C(=O)NCCC(=O)O	1.0	16	90	16	0.3	-4	0	92	1
CCC(OC(=O)c1nsc(Cl)c1Cl)C(=O)NCCc1ccccc1 (configuration not stated)	-1.2	7	100	20	-0.6	0	-5	100	-7
COc1ccc(/C=C/C(=O)c2cc(Cl)cc(Cl)c2O)c(OC)c1	1.0	x	104	42	2.2	3	1	106	-4
CC(C)N(C(=O)CSc1nnnn1C1CCCC1)C(C)C	-1.3	10	81	-33	0.0	-6	4	87	3
CC(C)[C@H](NS(=O)(=O)c1ccc2c(c1)OCCO2)C(=O)OCC(=O)Nc1cc(Cl)ccc1Cl	3.9	36	106	18	4.5	3	0	100	-2
CCOc1ccc(C(=O)Nc2c3c(nn2-c2cccc(Cl)c2)CS(=O)C3)cc1 (configuration not stated)	0.0	6	109	-10	-0.1	5	-13	109	-6
Cc1ccc(/C=C/C(=O)Nc2ccc([N+](=O)[O-])c(NC(=O)/C=C/c3ccc(C)o3)c2)o1	-1.0	-6	91	-3	0.2	-4	4	89	-1
COC(=O)Nc1ccc(S(=O)(=O)N2CCC(Cc3ccccc3)CC2)cc1	3.8	-7	98	19	3.4	-2	-3	100	0
O=c1c2cnn(-c3ccccc3)c2nc(-c2cccs2)n1-c1ccc(Cl)cc1	-0.2	-12	97	37	0.2	1	-4	107	-2
CCCC(=O)C1=C(N(C)c2ccccc2)CC(C)(C)CC1=O	-1.3	-10	98	x	-1.0	-8	-7	92	-3
COc1ccc2nc(N(CCN(C)C)C(=O)/C=C/c3cccs3)sc2c1	3.2	-10	137	-8	0.5	11	-6	107	-6
O=C(Nc1ccc(Br)cc1)C1CC(O)CN1C(=O)Oc1ccccc1 (configuration not stated)	1.2	5	101	2	0.7	2	-1	99	-8
O=C(CN1C(=O)C2C3C=CC(C4CC34)C2C1=O)OCC(=O)c1ccccc1 (configuration not stated)	3.1	14	104	13	4.0	-1	5	105	5
COc1ccc2nc(NC(=O)C3CCN(S(=O)(=O)c4cccnc4)CC3)sc2c1	8.1	-3	99	-9	8.1	8	-4	101	1
CCNS(=O)(=O)c1ccc(CCC(=O)Nc2ccccc2C(=O)OC)cc1	-1.5	6	104	-11	1.6	-1	-3	100	-1
COc1ccc(NC(=O)CN2C(=O)COc3ccc(C)cc32)cc1	-0.2	-1	109	x	0.9	5	-3	105	-10

Ordered by value in GPR7 antag (ascending): some entries from above
smiles | GPR7 antag
COc1ccc2nc(N(CCN(C)C)C(=O)/C=C/c3cccs3)sc2c1 | -6
O=c1c2cnn(-c3ccccc3)c2nc(-c2cccs2)n1-c1ccc(Cl)cc1 | -4
COc1ccc(NC(=O)CN2C(=O)COc3ccc(C)cc32)cc1 | -3

Additional results
SMILES	OXTR ag	NALP1 yeast inh	MEKK2 WT-MEK5	PHOSPHO1 inh	V1R ag counter	MEKK2 mut-MEK5	GPR7 antag	MEKK3 PB1 HTS	GalR3 antag
Cc1[nH]c(C)c(S(=O)(=O)N2CCN(c3cccc(C(F)(F)F)c3)CC2)c1C(=O)N1CCCC1	0.9	16	101	12	-0.7	0	8	99	2
CCOC(=O)C1=C(CSc2nc(-c3ccncc3)ccc2C#N)OC(N)=C(C#N)C1c1cccnc1 (configuration not stated)	-1.6	-7	110	61*	-1.1	3	-7	105	1
Cc1cccc2cc3c(N)c(C(=O)N4CCCc5ccccc54)sc3nc12	7.9	18	84	-12	7.4	-1	-5	111	-2
Cc1c(NC(=O)c2ccccc2)c(=O)n(-c2ccccc2)n1C	-0.7	22	100	-19	1.0	13	-17	89	-1
Cc1ccc(C(=O)NC(=S)Nc2nc(-c3cccc([N+](=O)[O-])c3)cs2)c(Cl)c1	-0.7	-10	51	11	-0.3	-16	6	45*[inhibitor]	4
Cc1ccc(/C=N/NC(=O)c2ccc3nc[nH]c3c2)o1	0.6	52	100	16	-0.2	5	-7	105	-3
CCCOc1ccc2c(C)c(CC(=O)OC)c(=O)oc2c1	-1.4	11	103	19	-0.2	4	4	105	-1
CCN(CC)P(=O)(Nc1ccc(Br)cc1)c1c(C)nn(CCC#N)c1NC(=O)c1ccc(Cl)cc1 (configuration not stated)	2.9	5	96	24	4.0	-2	0	98	-1
CCC(Sc1nc2cc3c(cc2c(=O)n1Cc1ccco1)OCO3)C(=O)Nc1ccccc1OC (configuration not stated)	0.2	18	96	50	0.3	-5	-12	102	-3
CCOC(=O)N1CCN(S(=O)(=O)c2cc(Br)cc3c2N(C(=O)CC)CC3)CC1	-0.4	5	99	-6	-0.1	-4	-13	102	-3
Cc1cc2oc(C(=O)N3CCN(CCc4ccccn4)CC3)c(C)c2cc1C	-0.7	7	103	34	-0.9	6	-5	99	0
Cc1ccc(-c2cc(-c3cccc(F)c3)n[nH]2)c(O)c1	2.2	6	99	34	1.2	1	-18	105	-5
Cc1ccc(C(=O)CC2(O)C(=O)Nc3ccccc32)s1 (configuration not stated)	0.9	-3	103	-14	0.7	-2	-1	99	-5
O=C(Nc1nnc(C2=COCCO2)o1)c1ccc(F)cc1	0.4	4	100	48	1.0	0	18	102	1
CCOC(CNC(=O)C1CCN(S(=O)(=O)c2ccc3nc4c(c(C(=O)O)c3c2)CCCCC4)CC1)OCC	0.0	2	97	-33	0.2	6	-2	100	2
CCC1S/C(=N/N=C/c2ccco2)NC1=O (configuration not stated)	-1.4	16	101	-5	1.0	-2	-6	105	1
O=C(c1ccncc1)N1CCN(c2cccc(C(F)(F)F)c2)CC1	0.7	3	86	0	0.6	-10	1	83	-1
CC(=O)Nc1ccc(SCC(=O)Nc2cc(C(C)(C)C)nn2-c2ccccc2)cc1	-0.9	10	99	-4	0.6	-1	-5	104	-4
O=C1CCCN1CC1CCN(Cc2nc(CC3CC3)no2)CC1	1.4	22	92	37	0.1	-4	-4	93	0
CCOC(=O)c1c(N)sc(C(O)(C(F)(F)F)C(F)(F)F)c1-c1ccc(Cl)cc1	0.6	2	90	14	0.7	-4	-6	95	-5
O=C(NNC(=S)NCc1ccccc1)c1ccc(Br)o1	-0.2	-21	101	11	0.8	3	-4	101	-5
COc1ccc2[nH]c(=O)c(CN(C(=O)c3cccnc3)c3ccccc3OC)cc2c1	0.2	16	104	0	-0.3	2	-9	103	-6
Cn1cnc([N+](=O)[O-])c1N=C(N)N	0.5	12	97	-2	2.5	-2	-10	92	-10
CN1CCN(CCCNC(=O)Nc2ccc([N+](=O)[O-])cc2)CC1	1.2	26	109	20	0.3	9	-12	108	-9
COc1cc(C2NC(=O)NC(C)=C2C(=O)OCc2ccc(C)cc2)cc(OC)c1O (configuration not stated)	0.4	-2	96	10	1.6	1	-7	96	15*
